Assay outcomes deposited in PubChem by several laboratories.
Tb MetRS inh = Trypanosoma brucei MetRS inhibition; purified T. brucei MetRS, ATP depletion, Kinase-Glo luminescence; inhibition, % at 11.9 µM; hit rate 0.4% among 360,000;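 active means inhibition above a per-plate cutoff of the control wells' mean inhibition plus 3 SD, cut at about 5.5% in these data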;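 further: 0% = DMSO wells median and 100% = median of wells with control inhibitor compound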
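Material: T. brucei methionyl-tRNA synthetase, purified; reagent: substrates ATP, L-methionine and bulk Escherichia coli tRNA; dosing: 11.9 µM single point; timing: 15 min plus 2 h at 25 °C; detection: luminescence of leftover ATP; evaluation: % inhibition; control set: DMSO-only wells as low control; replicates: singlicate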
NadD inh = NadD (S. aureus) enzyme inhibition; inhibition, % at 20 µM; hit rate 0.78% among 360,000; purified NadD enzyme, colorimetric absorbance read-out; in the data active means inhibition above about 26%; further: some compounds past the cut are filed as inactive
SKN-1 block = blocks SKN-1 activity in C. elegans; AID 624304; C. elegans VP596 Pgst-4::GFP/RFP ratio, acrylamide-induced, 24 h; inhibition, % at 21.8 µM; hit rate 0.49% among 360,000;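 active means interference check ratio from 0.5 to 1.5 plus GFP to RFP signal ratio inhibition reaching or exceeding a fixed threshold, cut at about 30% in these data, passing the limit was not always enough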; further: some compounds called inactive have numbers as strong as hits
LMPTP block = blocks human LMPTP phosphatase; recombinant LMPTP-A, OMFP fluorogenic substrate, fluorescence intensity; inhibition, % at 20 µM; hit rate 0.22% among 360,000;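 active means compounds that cut the enzyme signal by at least half of the control window in the single-dose screen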;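 further: plate controls were DMSO wells with enzyme plus substrate for no effect and substrate without enzyme for full effect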
Target sequence (P24666 whole entry, looked up): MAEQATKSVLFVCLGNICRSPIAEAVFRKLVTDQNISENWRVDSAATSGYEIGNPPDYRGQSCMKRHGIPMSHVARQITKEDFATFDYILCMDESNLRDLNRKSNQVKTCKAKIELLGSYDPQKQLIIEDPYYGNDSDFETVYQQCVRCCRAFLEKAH
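Buffer or medium: Bis-Tris pH 6.0, DTT, detergent; Assay system: LMPTP-A enzyme; Quantity: 0.625 nM enzyme; Detection: endpoint fluorescence intensity; Times: 50 min dark incubation at room temperature; Controls: substrate-only low control, DMSO enzyme-plus-substrate high control; Doses: single 20 µM dose; Read-out: percent inhibition versus substrate-only and uninhibited controls; Reagent: 400 µM OMFP.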
DNMT1 block = DNMT1 (human) enzyme inhibition. P26358. DNMT1 molecular beacon, Hinp1I cleavage, fluorescence. inhibition (reported as % activation of signal), % at 10 µM. hit rate 0.83% among 360,000. AID 588458; in the data active means inhibition above about 50%
NRP1-CendR mod = NRP-1/CendR interaction modulation; hit rate 0.85% among 360,000; inhibition, % at 25 µM; FAM-RPARPAR peptide binding to NRP-1, fluorescence polarization; O14786;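 active means inhibition or corrected inhibition above about 18%, plus a signal ratio from 0.5 to 1.5, limit read from the data, passing the limit was not always enough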; further: strong numbers were not always called active
STEP inh = STEP (human) phosphatase inhibition; hit rate 0.25% among 360,000; recombinant STEP, OMFP fluorogenic substrate, fluorescence; AID 588621; inhibition, % at 20 µM;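 active means inhibition at 20 µM, scaled per plate between control wells, above about 37%, limit read from the data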;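 further: 0% = DMSO with enzyme and substrate and 100% = substrate only without enzyme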
Target sequence (P54829 whole entry, looked up): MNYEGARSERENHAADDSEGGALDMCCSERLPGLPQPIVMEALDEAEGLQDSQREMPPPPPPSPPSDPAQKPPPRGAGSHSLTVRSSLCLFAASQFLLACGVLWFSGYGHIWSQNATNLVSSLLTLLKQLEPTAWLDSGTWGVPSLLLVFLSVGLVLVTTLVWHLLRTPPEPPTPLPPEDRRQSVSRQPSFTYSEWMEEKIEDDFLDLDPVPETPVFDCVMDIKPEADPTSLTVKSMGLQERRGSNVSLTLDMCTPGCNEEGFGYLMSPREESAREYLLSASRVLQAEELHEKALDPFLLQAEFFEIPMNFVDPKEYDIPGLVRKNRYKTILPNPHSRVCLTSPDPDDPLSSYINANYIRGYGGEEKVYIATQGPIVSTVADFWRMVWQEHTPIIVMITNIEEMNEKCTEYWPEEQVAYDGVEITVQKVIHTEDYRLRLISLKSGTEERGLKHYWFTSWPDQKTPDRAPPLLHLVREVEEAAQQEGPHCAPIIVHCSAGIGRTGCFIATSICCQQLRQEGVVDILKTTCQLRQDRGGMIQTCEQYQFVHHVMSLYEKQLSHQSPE
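Material: STEP (striatal-enriched tyrosine phosphatase) enzyme, cell-free | Medium: 50 mM Bis-Tris pH 6.0 with 2.5 mM DTT and 0.005% Tween 20 | Read-out: Percent inhibition scaled to no-enzyme and uninhibited-enzyme controls, plate-pattern corrected | Signal: Fluorescence read at 480 nm ex / 540 nm em | Times: 20 min reaction, room temperature, in the dark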
Neddylation inh = inhibitors of human cullin neddylation; P61081+Q13564; TR-FRET cullin neddylation, biochemical; calls only at 25 µM; hit rate 0.58% among 360,000; in the data active means inhibition above about 36%
Scp1 inh = blocks human Scp-1 phosphatase activity. AID 493091. inhibition, % at 20 µM. Recombinant Scp1, phosphopeptide, malachite green phosphate absorbance. hit rate 0.88% among 340,000. Q9GZU7;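 active means inhibition above about 50% at 20 µM, limit read from the data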;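 further: plate controls were DMSO wells with enzyme for no effect and wells lacking enzyme for full effect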
Target sequence (Q9GZU7 76-261 limits assumed): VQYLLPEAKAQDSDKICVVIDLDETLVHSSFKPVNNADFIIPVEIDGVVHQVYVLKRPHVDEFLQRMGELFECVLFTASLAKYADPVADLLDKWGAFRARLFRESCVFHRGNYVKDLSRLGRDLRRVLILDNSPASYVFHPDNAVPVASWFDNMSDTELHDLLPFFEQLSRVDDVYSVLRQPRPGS
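Assay system: SCP-1 catalytic fragment, aa 76-261 | Buffer or medium: Tris acetate buffer pH 5.5 with MgCl2 and Tween-20 | Compound: One concentration, 20 µM, with 1.0% DMSO | Also added: Phospho 17-mer peptide substrate | Signal: Absorbance at 630 nm | Incubation: 45 min enzyme reaction at room temperature | Measure: % inhibition of SCP-1 phosphate liberation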
SUMO1-SIM PPI = SUMO1-SIM interaction modulation | P63165 | inhibition, % at 20 µM | SUMO1 binding to a labelled peptide, TR-FRET, 1 h | hit rate 0.33% among 360,000 | AID 602429; in the data active means inhibition above about 37%
Target sequence (P63165 whole entry, looked up): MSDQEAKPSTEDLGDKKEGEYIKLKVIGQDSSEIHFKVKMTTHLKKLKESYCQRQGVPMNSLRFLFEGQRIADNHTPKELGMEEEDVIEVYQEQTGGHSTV
Active calls of the source: *; i = inactive; nt = not tested or not shown; & = joins results of further samples.

The first 10 compounds, ahead of the listing:
SMILES | Tb MetRS inh | NadD inh | SKN-1 block | LMPTP block | DNMT1 block | NRP1-CendR mod | STEP inh | Neddylation inh | Scp1 inh | SUMO1-SIM PPI
Cc1ccc(NC(=O)CCc2ccc(C)o2)c(Br)c1 | -0.5 | 0 | 0 | 2.0 | -3 | -2 | 2 | i | -12 | 0
CC(C)(C)Nc1nc(Nc2ccc([N+](=O)[O-])cc2)nc(NC(C)(C)C)n1 | -0.3 | 0 | 9 | 4.9 | -2 | 9 | 0 | i | -2 | -1
CC(C)CN1CC(C(=O)O)CC1=O (centres undefined) | 0.7 | -3 | 11 | 0.8 | -2 | 0 | 2 | i | -1 | 0
COC(=O)/C=C1/S/C(=N/NC(=O)c2ccccc2C)NC1=O | -0.3 | -2 | 28 | -1.9 | -2 | 4 | 3 | i | -18 | -12
COc1ccc(CCN2C(=O)CC(Nc3ccc(N4CCOCC4)cc3)C2=O)cc1OC (centres undefined) | -0.7 | 9 | 5 | 5.3 | -15 | -7 | 4 | i | -9 | -18
C/C(=N\NC(=O)c1cccnc1)c1ccc(C)c([N+](=O)[O-])c1 | -0.5 | 2 | -6 | 1.4 | 0 | 3 | 1 | i | -1 | -16
CC(=O)Nc1ccc(NC(=O)Cn2cc3c(n2)CCCC3)cc1 | -0.5 | -4 | -1 | -2.7 | 0 | 2 | 1 | i | -7 | -2
CCC(C)NC(=O)C1CC(=O)N(CCc2ccc(F)cc2)C1 (centres undefined) | -0.5 | -4 | 10 | -0.2 | 5 | -3 | -3 | i | 1 | 4
COc1c(CC=C(C)C)cc(C2CC(=O)c3c(O)cc(O)cc3O2)cc1CC=C(C)C (centres undefined) | -0.3 | 2 | 3 | 3.0 | -29 | 3 | 0 | i | -1 | 3
COc1ccc(C2CC(=O)Oc3c(C(CCN4CCCCC4)c4ccc(N(C)C)cc4)c(OC)cc(OC)c32)cc1 (centres undefined) | -0.3 | 4 | 15 | 1.7 | -1 | 3 | 2 | i | -9 | 0

Main list, from the start:
SMILES | Tb MetRS inh | NadD inh | SKN-1 block | LMPTP block | DNMT1 block | NRP1-CendR mod | STEP inh | Neddylation inh | Scp1 inh | SUMO1-SIM PPI
Cc1ccc(NC(=O)CCc2ccc(C)o2)c(Br)c1 | -0.5 | 0 | 0 | 2.0 | -3 | -2 | 2 | i | -12 | 0
CC(C)(C)Nc1nc(Nc2ccc([N+](=O)[O-])cc2)nc(NC(C)(C)C)n1 | -0.3 | 0 | 9 | 4.9 | -2 | 9 | 0 | i | -2 | -1
CC(C)CN1CC(C(=O)O)CC1=O (centres undefined) | 0.7 | -3 | 11 | 0.8 | -2 | 0 | 2 | i | -1 | 0
COC(=O)/C=C1/S/C(=N/NC(=O)c2ccccc2C)NC1=O | -0.3 | -2 | 28 | -1.9 | -2 | 4 | 3 | i | -18 | -12
COc1ccc(CCN2C(=O)CC(Nc3ccc(N4CCOCC4)cc3)C2=O)cc1OC (centres undefined) | -0.7 | 9 | 5 | 5.3 | -15 | -7 | 4 | i | -9 | -18
C/C(=N\NC(=O)c1cccnc1)c1ccc(C)c([N+](=O)[O-])c1 | -0.5 | 2 | -6 | 1.4 | 0 | 3 | 1 | i | -1 | -16
CC(=O)Nc1ccc(NC(=O)Cn2cc3c(n2)CCCC3)cc1 | -0.5 | -4 | -1 | -2.7 | 0 | 2 | 1 | i | -7 | -2
CCC(C)NC(=O)C1CC(=O)N(CCc2ccc(F)cc2)C1 (centres undefined) | -0.5 | -4 | 10 | -0.2 | 5 | -3 | -3 | i | 1 | 4
COc1c(CC=C(C)C)cc(C2CC(=O)c3c(O)cc(O)cc3O2)cc1CC=C(C)C (centres undefined) | -0.3 | 2 | 3 | 3.0 | -29 | 3 | 0 | i | -1 | 3
COc1ccc(C2CC(=O)Oc3c(C(CCN4CCCCC4)c4ccc(N(C)C)cc4)c(OC)cc(OC)c32)cc1 (centres undefined) | -0.3 | 4 | 15 | 1.7 | -1 | 3 | 2 | i | -9 | 0
NC1=NC(c2ccc(Br)cc2)n2c(nc3ccccc32)N1 (centres undefined) | 0.1&1.0 | -4&-5 | 8&11 | 20&21 | 2&0 | -1&-1 | -3&4 | i | -1&0 | 2&0
CCOc1ccc(CCNC(=O)COC(=O)Cc2ccc(OC)c(OC)c2)cc1OCC | -0.1 | -4 | 10 | -0.4 | -2 | -3 | -2 | i | -7 | 4
O=C(O)CN1C(=O)COc2cc(S(=O)(=O)N3CCCC3)ccc21 | -0.1 | -3 | 4 | -1.4 | 1 | 0 | -4 | i | 7 | 4
CC(=O)Nc1ccc(C(=O)/C=C/c2ccco2)cc1 | 0.4 | 7 | 16 | 0.7 | 10 | -72 | 2 | i | 36 | 6
COc1ccc(Cl)cc1NC(=O)C1CSC(c2ccncc2)=N1 (centres undefined) | -0.5 | 0 | 12 | -0.8 | -7 | -13 | 3 | i | 2 | 11
COc1cc(NC(=O)CN2CCN(S(=O)(=O)c3ccc(C(C)C)cc3)CC2)cc(OC)c1 | -1.1 | -4 | 20 | 3.4 | -9 | 15 | 0 | i | -7 | 1
CC(C)C(N)c1csc(Nc2ccc(C(F)(F)F)cn2)n1 (centres undefined) | 0.2 | -12 | 4 | -1.1 | -2 | -8 | 2 | i | nt | -4
Cc1ccc(NC(=S)NC(=O)C2CCC2)cc1C | -0.3 | -4 | 5 | -0.1 | 0 | -17 | 3 | i | -2 | 4
COc1cccc(CC2(CO)CCN(Cc3cn(C)nc3C)CC2)c1 | 1.7 | 3 | -7 | 2.6 | 2 | 0 | 0 | i | -3 | -4
CC(C)c1ccc(NC2CCCN(C(=O)CCCn3cncn3)C2)cc1 (centres undefined) | -0.5 | -1 | 6 | -0.6 | -3 | 4 | 0 | i | -5 | -3
CC(C)Cn1nc(C(=O)OCC(=O)NCC(F)(F)F)c2ccccc2c1=O | 0.0 | 2 | -7 | 0.0 | 0 | 15 | -2 | i | -4 | -5
Cn1c(N)c(C(=O)CSc2nnc(C3CC3)n2Cc2ccccc2)c(=O)[nH]c1=O | -0.3 | 3 | 14 | -1.4 | 1 | 3 | 2 | i | 6 | 7
Cc1ccc(NC(=O)CSc2nccn2Cc2ccco2)cc1 | -0.3 | -3 | 5 | -0.3 | 0 | -15 | -2 | i | 1 | -3
CCC(C)Sc1ccc(-c2nc3ccc(C)cn3c2NCc2ccccc2)cc1 (centres undefined) | -0.2&-1.3 | 8&8 | -8&3 | 4.2&1.9 | 4 | -12&-20 | 0 | nt | 16 | -10&-2
CCOc1c(Br)cc(/C=C2\C(=O)N(CCC#N)N=C2C)cc1OC | 0.5 | 9 | -9 | -0.2 | -6 | 6 | -1 | i | -5 | 6

Remaining list, next part.
SMILES | Tb MetRS inh | NadD inh | SKN-1 block | LMPTP block | DNMT1 block | NRP1-CendR mod | STEP inh | Neddylation inh | Scp1 inh | SUMO1-SIM PPI
O=C(Cc1c(F)cccc1Cl)N/N=C/c1cccnc1 | -0.4 | -2 | -4 | 0.6 | 2 | 11 | 1 | i | 4 | -9
NC(c1csc(Nc2ncccn2)n1)c1ccccc1Cl (centres undefined) | -0.2 | 4 | -13 | -0.6 | 0 | 4 | -2 | i | nt | -2
O=C(CSc1nc2ccccc2n1CC(=O)N1CCCC1)N1CCN(C(=O)c2ccco2)CC1 | -0.3 | 5 | 3 | -0.7 | 1 | -10 | 0 | i | -2 | -3
COc1ccccc1NC(=O)N(Cc1ccccc1)c1ccccn1 | -0.5 | -5 | -7 | 0.6 | -4 | 24 | 3 | i | 4 | -2
O=C(O)c1ccccc1C(=O)NNC(=O)C(c1ccccc1)c1ccccc1 | 1.0 | 1 | 22 | 0.2 | 1 | -4 | -1 | i | -11 | -5
Cc1cccc(CNC(=O)c2sc(=O)n(Cc3ccc(S(C)(=O)=O)cc3)c2C)c1 | -0.1 | 2 | 20 | 0.2 | -1 | 1 | -2 | i | nt | 2
Cc1cc(C)nc(/N=C(\N)Nc2ccc(C)c([N+](=O)[O-])c2)n1 | 0.6 | 0 | 19 | -0.4 | -3 | 3 | 0 | i | -1 | -25
O=C(COC(=O)CNS(=O)(=O)/C=C/c1ccccc1)Nc1cccc2ccccc12 | -0.4 | -3 | 3 | 1.1 | -3 | -5 | 0 | i | -3 | -3
Cc1nc2ccc([N+](=O)[O-])cc2nc1C | 0.7 | -7 | 6 | 0.1 | 3 | -14 | -1 | i | -15 | -26
Cc1cc(/C=C2/SC(=O)NC2=O)c(C)n1-c1ccc(N2CCOCC2)cc1 | 0.5 | 11 | 3 | -2.4 | -4 | 1 | 2 | i | -11 | -6
O=C(CCNS(=O)(=O)c1ccccc1F)N1CCN(C(c2ccccc2)c2ccccc2)CC1 | -0.4 | -5 | -11 | 0.1 | -8 | -10 | -1 | i | -6 | 3
CN1CCSc2ccc(C(=O)NCc3cccc(F)c3)cc21 | 0.3 | 2 | -4 | -0.8 | -2 | 5 | 0 | i | -11 | -1
O=C(N/N=C/c1cc(Cl)cc([N+](=O)[O-])c1O)C1CC1 | 0.3 | 0 | 8 | 0.9 | -2 | 10 | 2 | i | -3 | -45
Cc1ccc(S(=O)(=O)CC(=O)Nc2sc(C)c(C)c2C(N)=O)cc1 | 0.0 | -3 | -7 | -0.3 | -3 | -3 | 3 | i | -1 | 3
O=S(=O)(Nc1ccc2c(c1)OCO2)c1cccc(Br)c1 | 0.9 | -3 | 12 | -0.4 | 0 | 4 | -3 | i | -10 | -1
O=C(O)/C=C/c1nc(-c2ccccc2)n2ccccc12 | -0.1 | 6 | 3 | 1.3 | 8 | -78 | -4 | i | -7 | 9
O=S(=O)(c1ccc2nc(N3CCN(c4ccccc4F)CC3)ccc2c1)N1CCCCC1 | -0.2 | 12 | 21 | 1.9 | 11 | 1 | -4 | i | 2 | -27
CCO[C@@H]1OC(C(=O)O)=C[C@H](C)[C@H]1CCCO | -0.1 | -8 | 0 | -1.2 | 2 | -1 | 1 | i | -3 | 1
O=c1ccc(NS(=O)(=O)c2ccccc2Cl)cn1Cc1ccc(Cl)c(Cl)c1 | -0.1 | 10 | 20 | 4.5 | -12 | -16 | 1 | i | 2 | -1
